# TNFa cytotox: toxic to HUVEC cells under TNF alpha stimulation | HUVEC TNFalpha-stimulated, Hoechst cell count, imaging | cell count reduction, % at 2 µM | actives 0.17% (n = 93,000) | AID 848;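 active = cell count reduction exceeding the screen mean by over 5 SD, scaled to untreated wells per plate, cut at about 78% in these data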;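 note: cells counted after 24 h of TNF alpha exposure following the 1 h pretreatment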
# VCAM1 TNFa inh: reduces TNF alpha induced VCAM1 expression in HUVEC; HUVEC TNFa-induced VCAM-1 immunofluorescence, high-content imaging; inhibition, % at 2 µM; actives 0.48% (n = 95,000);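 active = inhibition above the batch mean plus 3 SD, with images confirmed as a hit by eye, cut at about 37% in these data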;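 note: 0% = TNF-stimulated DMSO wells and 100% = unstimulated control wells; not every result past the cut was called active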
# LYP inh 2: blocks human PTPN22 phosphatase activity; Q9Y2R2; recombinant LYP catalytic domain, DiFMUP fluorescence; inhibition, % at 2 µM; actives 0.21% (n = 96,000); AID 640;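 active = inhibition at 2 µM at or above a set limit, the screen mean plus 3 SD, cut at about 24% in these data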;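 note: 0% = DMSO with enzyme and 100% = enzyme fully blocked by orthovanadate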
# Target sequence (Q9Y2R2 whole entry, looked up, the tested form may be a part): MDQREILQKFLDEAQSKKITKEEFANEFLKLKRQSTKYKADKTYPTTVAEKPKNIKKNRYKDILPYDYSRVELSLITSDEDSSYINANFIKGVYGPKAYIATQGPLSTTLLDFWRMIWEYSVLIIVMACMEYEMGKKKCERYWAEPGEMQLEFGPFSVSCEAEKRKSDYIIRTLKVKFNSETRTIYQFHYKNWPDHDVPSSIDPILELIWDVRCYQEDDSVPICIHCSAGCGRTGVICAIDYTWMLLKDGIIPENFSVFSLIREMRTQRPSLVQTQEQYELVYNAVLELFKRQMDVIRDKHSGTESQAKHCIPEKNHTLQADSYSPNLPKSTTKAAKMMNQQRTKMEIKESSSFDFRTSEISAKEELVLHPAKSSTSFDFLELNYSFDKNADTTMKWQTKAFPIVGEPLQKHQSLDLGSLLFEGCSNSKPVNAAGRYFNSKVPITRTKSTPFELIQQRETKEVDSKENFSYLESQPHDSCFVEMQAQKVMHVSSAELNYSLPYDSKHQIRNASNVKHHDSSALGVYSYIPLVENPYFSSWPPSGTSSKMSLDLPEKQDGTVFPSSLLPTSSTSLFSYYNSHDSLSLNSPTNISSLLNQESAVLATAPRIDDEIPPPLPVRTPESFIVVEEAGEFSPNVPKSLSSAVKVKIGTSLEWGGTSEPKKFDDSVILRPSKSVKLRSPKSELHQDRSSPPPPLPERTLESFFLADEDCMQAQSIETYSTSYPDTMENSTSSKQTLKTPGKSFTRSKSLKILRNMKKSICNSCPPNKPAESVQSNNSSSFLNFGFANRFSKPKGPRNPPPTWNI
# FAK inh: blocks human focal adhesion kinase activity; Q05397; biochemical FAK kinase activity assay; inhibition, %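 (tested at 7 µM)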; actives 0.84% (n = 97,000); in the data active = inhibition above about 19%;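 note: 0% = DMSO and 100% = reference compound high control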
# ERa SRC1 inh: blocks coactivator binding to human estrogen receptor alpha; P03372; TR-FRET ER-alpha LBD / SRC-1 peptide, estradiol-bound; inhibition, % at 25.6 µM; actives 1.7% (n = 86,000); in the data active = inhibition above about 50%;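 note: 0% = receptor plus peptide control and 100% = peptide only without receptor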
# F-actin modifier: modifiers of cytoskeleton assembly; HUVEC TNFa F-actin phalloidin imaging, high content; inhibition, % at 2 µM; actives 0.18% (n = 91,000);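 active = inhibition above the batch mean plus 3 SD and confirmed as a hit by visual image inspection, cut at about 30% in these data, passing the limit was not always enough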; note: strong numbers were not always called active
# Pyk2 oligo antag: Pyk2 (human) oligomerization antagonism. z-score (the deposit names both 25 µM and 10 µM). Q293 cells, Pyk2 FERM NanoBiT luminescence; stronger effect = lower value. AID 1347419. Q14289. actives 0.83% (n = 99,000);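 active = Z-score of -3 or lower, scaled per plate to the spread of control and sample wells; inactive = z-score above -3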;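 note: negative z-score means lost luminescence so less FERM oligomerization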
# IL1B cytotox: toxic to HUVEC cells under IL-1B stimulation; cell count reduction, % at 2 µM; HUVEC cell count loss, Hoechst imaging, IL-1B stimulated; actives 0.41% (n = 94,000);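 active = cell count reduction more than 3 SD above the screen-wide mean, cut at about 70% in these data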;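 note: normalized per plate to untreated control cells as the no-loss baseline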
# PTPN22 act: LYP (human) phosphatase activation; AID 697; recombinant LYP, DiFMUP fluorescence; 0 = plate median, 100 = signal doubled; actives 0.11% (n = 96,000); activation, % at 2 µM;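 active = activation at 2 µM above a set limit, the mean plus 5 SD, cut at about 37% in these data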
# Numbers without * were called inactive; · = not tested or not shown; [ ] = dose if it differs, or a comment.
SMILES,TNFa cytotox,VCAM1 TNFa inh,LYP inh 2,FAK inh,ERa SRC1 inh,F-actin modifier,Pyk2 oligo antag,IL1B cytotox,PTPN22 act
COC(C)(C)[C@]12CC(O)(C(C)C)ON1[C@H]1CCCCC1N2O (some centres not stated),-11,-16,-6,-6,-3,14,0.58,-25,9
Cc1ccccc1S(=O)(=O)Cc1ccc(C(=O)N2CC(C)CC(C)C2)o1 (configuration not stated),-7,3,-21,12,-6,-9,·,-18,18
CCC(=NC1CC(C)(C)NC(C)(C)C1)C1=C(O)CC(C)(C)CC1=O,-27,-5,-6,-4,9[fluorescence artefact?],30,0.7,-16,3
CC(C)[C@H](Nc1nc(-c2ccccc2)nc2c1oc1ccccc12)C(=O)O,-13,5,2,-7,-6,12,-1.6,-11,1
CC12CC(NC(=O)N1CCc1ccccc1)c1ccccc1O2 (configuration not stated),-2,6,-13,1,1[fluorescence artefact?],0,0.98,5,10
CNc1ccc(Br)cc(C(=O)/C=C/c2cc(OC)ccc2OC)c1=O,-14,8,8,-1,71*[fluorescence artefact?],-4,0.28,-14,-9
COc1ccc(S(=O)(=O)Nc2ccccc2C(=O)OC2CCCN(C)C2)cc1OC (configuration not stated),-14,-1,-1,2,-1,12,0.55,0,-2
COc1cccc(=O)c2c(C)oc(C)c12,0,11,-1,-1,4,-3,0.58,4,0
Fc1ccc2nc(Nc3nc4c(s3)CCCC4)sc2c1,-16,30,-4,-2,-15[fluorescence artefact?],-9,0.04,-24,2
O=C(COc1ccc(Br)cc1CO)Nc1ccccc1F,-2,-20,-45,5,-4,-6,0.81,-5,38*
COc1c(C)cc(S(=O)(=O)N2CCCC2)c(C)c1C,-48,10,-6,0,4,15,-0.35,2,3
O=c1cc(O)c2c(=O)n(-c3ccccc3)c3ccccc3c2o1,-34,-18,8,-9,42,21,1.5,2,-8
Oc1ccc(-n2cnnn2)cc1,-6,5,1,1,12,-2,1.6,89*,0
COc1ccccc1NC(=O)CSc1nc2ccccc2cc1Cc1ccccc1,2,17,7,-5,·,3,0.57,-17,-3
CCC(C)(C)n1nnnc1C(c1ccccc1)N1CCc2ccccc2C1 (configuration not stated),3,-13,-2,1,11[fluorescence artefact?],-11,-0.23,3,3
O=C(CSc1ncnc2ccccc12)N1CCCC1,-32,-8,-11,-3,7,22,·,-8,8
Nc1cccc2cnccc12,-5,-9,6,10,·,4,-2.7,-231,-7
CCOC(=O)N1CCN(C(=O)Nc2ccc(Cl)cc2Cl)CC1,-36,-26,-1,1,10,-5,0.63,-10,1
COc1cc(NC(=O)CCn2c(=O)[nH]c3ccsc3c2=O)cc(OC)c1,-25,14,-6,1,0[fluorescence artefact?],16,-0.64,-11,1
CN(c1ccc(C(=O)NCCSCc2ccco2)cc1)S(C)(=O)=O,-7,9,3,-1,2,-18,0.56,-20,-6
CCC(=O)/C=C1\Sc2ccc(OC)cc2N1CC,-21,-13,5,1,-15,4,0.25,-7,-6
COc1ccc(OC)c(NC(=O)Cn2cc(C#N)c3ccccc32)c1,-6,-4,-3,0,-1[fluorescence artefact?],-10,-1.3,-10,3
CCOC(=O)CSc1nnc(Cc2cc(=O)[nH]c(=O)[nH]2)n1-c1cccc(OC)c1,-22,-20,-2,-3,-2,17,0,-28,1
CC(C)CC(C(=O)NCC1CCCO1)N(C(=O)Cn1nnc(-c2ccc(F)cc2)n1)c1ccccc1F (configuration not stated),-4,5,-3,1,·,-32,-0.69,-30,7
O=C(Cn1cccc1C(=O)c1ccccc1)NCc1cccs1,-38,7,7,-5,2,20,1.3,31,-10
CCOc1ccccc1-n1c(SCC(=O)N(C(C)C)C(C)C)nnc1-c1cccnc1,-9,-18,10,0,7[fluorescence artefact?],-19,0.86,-32,-10
COc1ccc(NC(C)=O)cc1NC(=O)CSc1nnc(-c2cccnc2)n1C,-14,6,6,-1,-25,14,0.96,9,-8
COc1ccc(C(=O)n2cnnc2N)cc1,5,-4,2,-3,8,-6,-0.02,-25,2
CSc1nc(NCc2ccco2)c2ccccc2n1,-9,15,1,15,54*,·,-1.1,1,0
c1ccc(CSc2nnc(-c3c[nH]c4ccccc34)o2)cc1,-6,-6,-5,6,0,-15,-2,8,4
CCCSc1nsc(SCCC)c1C#N,7,7,-3,2,-4,-4,0.85,-23,2
CC1CN(c2oc(-c3ccco3)nc2C#N)CC(C)O1 (configuration not stated),-30,-8,-15,3,-14,3,0.99,-38,12
CCOCCCNC(=O)C(Cc1ccccc1)NC(=O)c1ccco1 (configuration not stated),-22,11,-6,-2,-9,5,1.2,-48,-2
O=C(O)Cn1nnnc1-c1ccc(F)cc1,-6,3,1,-2,2,-2,0.36,28,-5
COc1ccc(N2CC(C(=O)Nc3ccc(N4CCOCC4)cc3)CC2=O)cc1 (configuration not stated),-22,12,13,0,1[fluorescence artefact?],-12,-0.24,-3,-14
CCC(C)(C)NC(=O)C(c1ccc(F)cc1)N(Cc1ccco1)C(=O)c1snc(C(N)=O)c1N (configuration not stated),-15,-24,12,2,-15,10,1.4,36,-10
COC(=O)CN(c1ccccc1)S(=O)(=O)c1ccccc1,6,-6,0,1,8,-3,-0.91,6,-2
CCC(C)(C)NC(=O)C(c1ccc(OC)cc1)N(CC1CCCO1)C(=O)CCC(=O)Nc1cc(C)on1 (configuration not stated),3,-10,-8,0,2[fluorescence artefact?],0,0.69,-29,7
COCCCN1C(=O)C(=O)/C(=C(/O)c2ccc(OC(C)C)c(C)c2)C1c1ccncc1 (configuration not stated),34,-7,-14,3,0,16,2.2,-9,13
Cc1cc(NC(=O)CCN2C(=O)c3ccccc3C2=O)no1,-20,-7,-2,0,0[fluorescence artefact?],-14,0.18,11,0
O=S(=O)(c1cccc2nsnc12)N1CCc2ccccc21,-20,-4,-13,4,21,-8,-0.34,4,10
Cc1cc(C)n(-c2nc(-c3ccc(Cl)cc3)cs2)n1,-17,12,-10,-2,13,-3,-0.37,4,9
O=C(COc1ccccc1)Nc1nnc(-c2ccc3c(c2)CCCC3)o1,15,17,2,2,-4,-10,·,-1,-1
Cc1cc(NC(=O)CN2CCCCCCC2)no1,-9,-3,2,3,2,6,0.93,7,0
O=C(Nn1c(=O)[nH]c2ccsc2c1=O)c1ccccc1,-17,31,-3,-1,-7,0,-0.13,14,-1
CS(=O)(=O)N(CC(=O)N1CCCCC1)c1ccc2c(c1)OCO2,9,-1,2,-1,20,-4,-0.26,10,-2
O=C(ONC1=NCCCCC1)c1c(F)cccc1F,4,-10,5,4,-4,0,0.63,12,-5
Cc1nc2sc(C(c3ccccc3)N3CCN(C(=O)c4ccco4)CC3)c(O)n2n1 (configuration not stated),-14,1,-4,0,28,2,-0.33,-8,3
CCN(CC)C(=O)CC(c1ccccc1)c1ccco1 (configuration not stated),19,3,7,5,1,29,-0.75,8,-4
COc1cccc(-c2nnc3n2N=C(C(C)(C)C)CS3)c1,-12,-11,-1,0,-16,-30,-1.9,-5,-1
COc1ccc(N(CC(=O)N2CC=C(c3ccccc3)CC2)S(=O)(=O)c2c(C)noc2C)cc1,-18,18,-12,4,-2,-5,·,-2,11
C/C(Nc1ccc(C)cc1)=C(/C#N)C(N)=O,-5,9,-9,4,0,6,0.59,21,6
Cc1cccc(C(=O)NC2CC3CCCC(C2)N3C(=O)NC2CCCCC2)c1 (configuration not stated),-36,-2,1,-1,·,-6,0.27,-31,-1
CCOc1ccccc1Oc1coc2cc(O)ccc2c1=O,44,16,-8,3,12,18,-0.8,-13,6
Cn1c(CO)cnc1SCc1ccccc1,-19,-4,-8,-5,·,14,0.97,-3,6
CCCc1ccc(OCc2ccc(C(=O)N3CCN(c4ccccn4)CC3)o2)c(OC)c1,-1,1,-1,5,26[fluorescence artefact?],-10,-0.52,-21,-2
CCn1cc(C(=O)N2CCN(Cc3ccc4c(c3)OCO4)CC2)c(=O)c2ccc(C)nc21,-12,13,4,0,-4,·,0.4,3,-1
CC(CCc1ccccc1)NC(=O)CN1CCN(Cc2ccc(Cl)cc2)C1=O (configuration not stated),-44,4,-25,-1,1,4,·,-9,21
O=C(c1cccs1)N1CCN(C2CCCCC2)CC1,-14,-3,0,-2,32[fluorescence artefact?],-6,-0.66,-14,-2
CCN(CC)C(=O)CSc1nc2nc(C)cc(C)c2c(=O)[nH]1,-19,4,-6,1,12[fluorescence artefact?],15,-0.02,-118,6

# Pulled by structure from the entries so far, three records:
SMILES,TNFa cytotox,VCAM1 TNFa inh,LYP inh 2,FAK inh,ERa SRC1 inh,F-actin modifier,Pyk2 oligo antag,IL1B cytotox,PTPN22 act
CCN(CC)C(=O)CC(c1ccccc1)c1ccco1 (configuration not stated),19,3,7,5,1,29,-0.75,8,-4
CC(CCc1ccccc1)NC(=O)CN1CCN(Cc2ccc(Cl)cc2)C1=O (configuration not stated),-44,4,-25,-1,1,4,·,-9,21
O=C(COc1ccccc1)Nc1nnc(-c2ccc3c(c2)CCCC3)o1,15,17,2,2,-4,-10,·,-1,-1

# Some of these compounds in order of heavy-atom count, low to high.
SMILES,TNFa cytotox,VCAM1 TNFa inh,LYP inh 2,FAK inh,ERa SRC1 inh,F-actin modifier,Pyk2 oligo antag,IL1B cytotox,PTPN22 act
C/C(Nc1ccc(C)cc1)=C(/C#N)C(N)=O,-5,9,-9,4,0,6,0.59,21,6
O=C(c1cccs1)N1CCN(C2CCCCC2)CC1,-14,-3,0,-2,32[fluorescence artefact?],-6,-0.66,-14,-2
CCOc1ccccc1Oc1coc2cc(O)ccc2c1=O,44,16,-8,3,12,18,-0.8,-13,6
CCn1cc(C(=O)N2CCN(Cc3ccc4c(c3)OCO4)CC2)c(=O)c2ccc(C)nc21,-12,13,4,0,-4,·,0.4,3,-1

# Remaining list, next part.
SMILES,TNFa cytotox,VCAM1 TNFa inh,LYP inh 2,FAK inh,ERa SRC1 inh,F-actin modifier,Pyk2 oligo antag,IL1B cytotox,PTPN22 act
O=C(O)CNC(=O)c1ccccc1NC(=O)c1ccco1,-11,-4,-3,-1,-5,·,0.89,-73,2
CCC1=NC(c2ccc(OC)cc2OC)N(O)C1(C)C (configuration not stated),-13,-1,-6,2,-2[fluorescence artefact?],11,-0.02,-18,6
Cc1cccc(OC(=O)C2C(c3ccccc3)C(C(=O)O)C2c2ccccc2)c1 (configuration not stated),-9,4,0,-2,-8,·,2.4,13,1
O=C1C2C3CCCC3=C3CCCC3C2C(=O)N1c1ccc(F)cc1 (configuration not stated),-26,-3,-1,-3,-2,46,-0.63,-207,0
CCCS(=O)(=O)N1CCC(C(=O)NCCN2CCC(Cc3ccccc3)CC2)CC1,-30,19,0,0,-8,5,0,3,-3
Cc1nc(NC(=O)c2ccco2)sc1-c1csc(Nc2ccc(Cl)cc2)n1,-44,5,3,1,·,58,·,5,1
O=C1c2ccccc2CN1CCNS(=O)(=O)c1ccc(Cl)cc1,-11,-12,5,-4,-1,-16,1.3,92*,1
Cc1c(C#N)c2ncn(Cc3ccccc3)c(=O)c2n1-c1ccccc1,-21,-10,7,-5,-11,-2,0.18,-22,-7
Cc1ccc(Cn2nnnc2CN2CCC(O)(c3ccc(F)cc3)CC2)cc1,1,-6,-15,-8,1[fluorescence artefact?],-1,-1.5,-12,14
COc1ccccc1OCC(O)Cn1c(Br)nc2c1c(=O)[nH]c(=O)n2C (configuration not stated),-20,15,-9,2,-6,18,1.2,-2,7
Cc1cc(Cl)ccc1OCC(=O)NC1CCCC1,-18,5,-4,-1,-2,12,0.19,3,3
O=C(NC1CCCC1)C(c1ccccn1)N(C(=O)c1csnn1)C1CCCCC1 (configuration not stated),9,4,5,-2,-7,2,0.75,-2,-8
CCN(CC)CC(=O)Nc1ccc2c(c1)Nc1ccccc1CC2,-15,12,-4,4,-13[fluorescence artefact?],16,-0.36,17,1
COc1ccc(NC(=O)C2CC(=O)OC2(C)C)cc1 (configuration not stated),7,-4,-16,2,-13,5,1,-23,14
CCN(CC(=O)NC1CCS(=O)(=O)C1)C(=O)C(c1ccccc1)c1ccccc1 (configuration not stated),-38,-8,-5,0,-27,9,0.37,-32,5
Cn1nc2c(c1C(=O)O)CCCC2,-6,-20,1,-1,-6,2,-0.1,14,-1
